High-throughput results (PubChem BioAssay)
Rac1 GTP hydrolysis = MgcRacGAP GTPase-activating activity inhibitors, confirmation, biochemical, ADP Hunter fluorescence. Rac GTPase-activating protein 1 (Homo sapiens). inhibition, % at 30 µM; hits with a dose series show IC50 in µM. actives 0.6% (n = 340,000). MgcRacGAP-stimulated Rac1 GTP hydrolysis, ADP Hunter fluorescence; higher % means a stronger effect; GST-tagged Rac1 F28L mutant substrate;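 active means first-screen hits whose inhibition reached a set limit at any dose in the follow-up dose series; inconclusive means inhibition above the set first-screen limit but never retested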;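 further: fluorescence reports GDP produced by GAP-driven GTP hydrolysis; strong numbers were not always called active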
West Nile antiviral = West Nile virus antiviral activity, cell-based, CPE readout (AID 1621). West Nile virus-infected cells, CPE inhibition; higher % means a stronger effect. one-dose CPE inhibition, % at 10 µM; IC50 in µM for titrated hits. actives 0.02% (n = 290,000); in the data active means a potency from the dose series; inconclusive means CPE inhibition mostly from about 3.7% at the one dose, without a potency; inactive means the rest, 99 in 100 with CPE inhibition below about 2.2%; further: strong numbers were not always called active
AID2073 = inhibitors of Mint1-CaV2.2 protein interaction, biochemical, HTRF (AID 2073); Voltage-dependent N-type calcium channel subunit alpha-1B (Homo sapiens); HTRF protein-protein interaction, Mint1-CaV2.2; higher % means a stronger effect; inhibition, % at 20 µM, or IC50 in µM where a hit was titrated; actives 0.19% (n = 290,000); in the data active means inhibition mostly above about 51%, no sharp cut-off; inconclusive means no clear call, values can overlap the other calls; inactive means mostly below about 53%; further: some results filed as inactive read as strong as hits
Dengue-2 NS5 capping = Dengue-2 NS5 methyltransferase inhibitors, primary screen, biochemical, confirmation dose response (AID 588689). Genome polyprotein (Dengue virus type 2 (strain 16681-PDK53)). Dengue-2 NS5 methyltransferase capping enzyme assay, biochemical; higher % means a stronger effect. inhibition, % at 25 µM, or IC50 in µM where a hit was titrated. actives 0.3% (n = 340,000); in the data active means a potency from the dose series; inconclusive means inhibition above about 29% without an active follow-up result
RSV antiviral HEp-2 = RSV antiviral activity via CPE protection, HEp-2 cells, primary 10 µM value included (AID 2391); actives 0.13% (n = 310,000); CPE inhibition, % at 10 µM; hits with a dose series show IC50 in µM; HEp-2 cells, RSV-induced CPE inhibition; higher % means a stronger effect; in the data active means a potency from the dose series; inconclusive means CPE inhibition mostly from about 23% at the one dose, without a potency; inactive means the rest, 99 in 100 with CPE inhibition below about 21%; further: strong numbers were not always called active
NTR1 agonist = agonists of NTR1, primary screen, imaging, U2OS cells, beta-arrestin-GFP, high content (AID 493036) | Neurotensin receptor type 1 (Homo sapiens), P30989 | NTR1-U2OS beta-arrestin-GFP spot imaging, agonist mode | activation, % at 20 µM | actives 0.17% (n = 330,000);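 active means activation at or above 40% of the spot to cytoplasm intensity ratio, with at least 20 cells analyzed; inconclusive means wells under 20 cells, flagged as cytotoxic or low count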;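 further: 0% = DMSO without peptide and 100% = 100 nM NTR1 peptide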
Target sequence (P30989 whole entry, looked up): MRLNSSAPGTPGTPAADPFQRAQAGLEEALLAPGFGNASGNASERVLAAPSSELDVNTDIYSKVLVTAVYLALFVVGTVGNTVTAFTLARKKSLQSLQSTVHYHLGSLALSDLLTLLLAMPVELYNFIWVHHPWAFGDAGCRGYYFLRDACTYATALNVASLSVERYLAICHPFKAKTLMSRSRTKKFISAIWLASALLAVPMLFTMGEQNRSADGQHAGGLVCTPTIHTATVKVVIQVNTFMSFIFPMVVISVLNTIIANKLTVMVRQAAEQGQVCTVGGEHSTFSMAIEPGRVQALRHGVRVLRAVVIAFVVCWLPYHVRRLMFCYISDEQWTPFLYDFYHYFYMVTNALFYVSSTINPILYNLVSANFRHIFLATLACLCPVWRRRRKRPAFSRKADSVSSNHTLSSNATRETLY
SV40 large T antigen = SV40 large T antigen inhibitors, biochemical (AID 1903). SV40 large T antigen ATPase/helicase inhibition assay; higher % means a stronger effect. inhibition, % at 20 µM; hits with a dose series show IC50 in µM. actives 0.39% (n = 310,000); in the data active means a potency from the dose series; inconclusive means inhibition mostly from about 32% at the one dose, without a potency; inactive means the rest, 99 in 100 with inhibition below about 32%; further: strong numbers were not always called active
K1F lysis inhibition = inhibition of K1F phage lysis, E. coli UTI89, bacterial capsule biogenesis inhibitors, alamar blue (AID 488966) | E. coli UTI89 K1F phage lysis, alamar blue, 2 h; higher % means a stronger effect | one-dose inhibition, % at 100 µM; IC50 in µM for titrated hits | actives 0.02% (n = 340,000);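 active means phage lysis inhibition, versus mean bacterial control, above a set limit; inconclusive means no clear call, values can overlap the other calls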;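 further: capsule biogenesis inhibitors block K1F phage lysis so surviving cells raise fluorescence; higher fluorescence means more inhibition of phage lysis; actives were called in the ten point dose series up to 300 µM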
SIAH1 antagonists = Siah-1 peptide-binding antagonists, primary screen, biochemical, fluorescence polarization, rhodamine-plectin, uHTS (AID 1817); displacement, % at 20 µM; hits with a dose series show IC50 in µM; actives 0.02% (n = 290,000); E3 ubiquitin-protein ligase SIAH1 (Homo sapiens); Siah-1 / rhodamine-plectin peptide fluorescence polarization; higher % means a stronger effect;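 active means displacement of at least 50% at 20 µM, with a fluorescence ratio check between 0.3 and a set limit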;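 further: plate controls were Siah plus tracer with DMSO for no effect and tracer alone without Siah for full effect; strong numbers were not always called active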
NTR1 agonist cell count 20 µM = second read-out of NTR1 agonist, no call of its own (marks repeat the call); cell count; measured here: cell count, cytotoxicity flag
Dengue-2 NS5 capping pilot replicate = second read-out of Dengue-2 NS5 capping, no call of its own (marks repeat the call); inhibition, %; measured here: pilot screen replicate inhibition
* marks the source's active call; other numbers are inactive results; ? = inconclusive; · = no result given; [ ] = dose if it differs, or a comment.

SMILES	Rac1 GTP hydrolysis	West Nile antiviral	AID2073	Dengue-2 NS5 capping	RSV antiviral HEp-2	NTR1 agonist	NTR1 agonist cell count 20 µM	SV40 large T antigen	K1F lysis inhibition	SIAH1 antagonists	others
O=C(CSc1nc2ccccc2c(=O)[nH]1)Nc1nc(-c2ccc(Br)cc2)cs1	7%	14%	4%	-4%	1.3%	1.7	57	-9%	-0.1%	15%
Cc1noc(C(=O)NCc2ccco2)c1Cl	6%	0.2%	-8%	-1%	0.6%	-1.5	99	14%	3.6%	20%
COc1ccc(CCN(C(=O)c2snc(C(N)=O)c2N)C(C(=O)NCC2CCCO2)c2ccc(F)cc2)cc1OC (stereo not drawn)	0%	0.3%	1%	-6%	·	0.0	57	·	-0.4%	7%
CN(Cc1ccccc1F)c1ncnc2sccc12	8%	-0.7%	7%	-1%	5.0%	-1.7	45	21%	0.2%	-4%
CCOC(=O)Cc1cc(-c2ccc(OC)cc2)nc2ccc3ccccc3c12	7%	-0.4%	14%	-3%	17%	5.5	51	16%	0.5%	2%
CC(=O)N1c2ccc(S(=O)(=O)N3CCCC(C(=O)NCc4ccccc4Cl)C3)cc2CC1C (stereo not drawn)	9%	-0.5%	0%	-7%	17%	0.1	65	5%	0.6%	-1%
CCOC(=O)c1c(C=O)c2sc(C)cc2n1C	2%	-1.1%	16%	1%	3.9%	1.5	68	7%	0.3%	2%
COc1cc(OC)c2cc(C(=O)N/N=C/c3cccc(OC)c3O)[nH]c2c1	-1%	-0.3%	16%	-15%	?	60*	69*	11%	1.0%[50 µM]	0%
O=C(Nc1nccs1)c1ccc(-c2ccccc2[N+](=O)[O-])o1	8%	-0.3%	12%	-5%	2.4%	2.0	51	13%	-0.2%[50 µM]	-2%
CCC(C)(C(=O)Nc1ccccc1C)N(C(=O)CNC(C)=O)c1ccc(C)cc1 (stereo not drawn)	7%	0.0%	-2%	-2%	2.2%	-1.1	56	8%	7.2%	14%
CCCCCCn1c(CN2CCN(Cc3ccccc3)CC2)nc2c1c(=O)n(C)c(=O)n2C	6%	-0.6%	7%	1%	4.1%	8.6	67	13%	-0.2%	0%	Dengue-2 NS5 capping pilot replicate=0.0
COc1ccccc1C(=O)NCC(=O)OCC(=O)Nc1cccc(S(=O)(=O)N2CCCCCC2)c1	7%	-0.4%	16%	-6%	4.9%	1.8	37	5%	0.3%	1%
COc1ccccc1NC(=O)N(CCN(C)C)Cc1cc2cc(C)ccc2[nH]c1=O	13%	-0.2%	2%	-2%	0.3%	-1.6	42	9%	-0.1%	2%
Cn1cc(CN2CCC(C(=O)N3CCCC3)CC2)c(-c2ccccc2F)n1	6%	-0.5%	2%	-8%	0.6%	-0.7	50	3%	0.2%	6%
O=C1c2ccccc2C(=O)N1CCCCc1cn(C[C@H]2CC[C@@H]([C@@H]3CC[C@H](Cn4cc(CCCCN5C(=O)c6ccccc6C5=O)nn4)O3)O2)nn1	10%	·	·	-13%	·	6.6	38	·	0.6%	·
Cn1c(-c2ccccc2)cnc1N	5%	0.1%	-5%	1%	4.7%	-1.2	52	3%	5.5%	0%
CCOC(=O)N1CCN(Cc2nc3cc(NC(C)=O)ccc3n2CC)CC1	14%	-0.5%	14%	-6%	-2.1%	1.1	103	6%	-0.1%	-5%
Cc1cc(C)n2[nH]c(=O)c(N=Nc3cccc(C(F)(F)F)c3)c2n1	10%	-0.2%	-9%	12%	-1.4%	-0.3	44	8%	0.2%	-3%
C/C(NC1CCCC1)=C(/C#N)C(N)=O	1%	0.3%	-6%	0%	1.3%	-0.4	73	7%	-0.1%	-2%
CCN1CCN(c2nc(Nc3cc(OC)ccc3OC)nc(Nc3cc(OC)ccc3OC)n2)CC1	4%	-0.3%	18%	2%	·	7.4	51	36%	-1.2%	-7%
O=c1ccc2cc([N+](=O)[O-])c(CCO)cc2o1	10%	-0.6%	-7%	0%	-0.2%	1.1	54	11%	-5.8%	-5%
CCCCCCn1cc(C(=O)O)c(=O)c2cc(F)c(N3CCN(C(=O)OCC)CC3)cc21	9%	-1.1%	16%	-3%	0.1%	0.8	96	-5%	0.1%	-1%
Cc1ccc(CNC(=O)C2CCN(S(=O)(=O)c3cccc4nonc34)CC2)cc1	-5%	0.0%	7%	0%	4.0%	-0.2	46	7%	0.0%	6%
O=C(Cc1cccc2ccccc12)NCCOc1ccccc1F	7%	-1.2%	-2%	-6%	0.9%	-1.4	63	·	0.3%	9%
CCn1ncc(/C=N/O)c1C	8%	0.3%	-9%	-1%	2.7%	-0.3	43	15%	0.0%	5%
O=C(CN1C(=O)NC2(CCCCCC2)C1=O)NCc1ccccc1	6%	·	·	-4%	·	0.6	54	·	0.9%[50 µM]	·
Cn1c(NCC(O)CO)nc2c1c(=O)n(Cc1ccc(Cl)c(Cl)c1)c(=O)n2C (stereo not drawn)	6%	0.2%	5%	0%	2.5%	-0.1	51	6%	0.1%	5%
CCn1c(SCC(=O)N2CCCC(C)C2)nnc1-c1ccco1 (stereo not drawn)	7%	-0.3%	14%	-1%	1.8%	-1.3	34	7%	0.4%	-2%
O=C(CN1CCCN(Cc2ccc(F)cc2Cl)C1=O)NC1CCCC1	5%	-0.7%	9%	-8%	-0.4%	-0.2	56	14%	0.1%	1%
O=C(CNCC(=O)Nc1ccc(F)c(F)c1F)Nc1ccc(F)c(F)c1F	9%	0.6%	-5%	2%	-0.5%	-1.8	115	4%	0.0%	3%
COCCn1c(SCC(=O)Nc2ccccc2C)nc2c(oc3ccccc32)c1=O	-12%	-0.6%	-7%	2%	1.9%	3.7	64	5%	3.5%	15%
FC(F)(F)c1nnc2c3ccccc3c(Cl)nn12	2%	?	-5%	-9%	6.4%	1.2	65	4%	0.3%	9%	Dengue-2 NS5 capping pilot replicate=-7.3
Cc1cc(S(=O)(=O)Nc2ccccc2C)ccc1F	4%	-0.6%	4%	-1%	0.6%	-4.8	96	3%	-0.7%	14%
COC(=O)NCC(C)OC(=O)Nc1ccc(Cl)cc1 (stereo not drawn)	8%	0.3%	5%	4%	1.4%	-1.1	101	1%	-0.1%	12%
CCCOc1ccc(-c2cc(C(F)(F)F)c(C#N)c(SCC(=O)O)n2)cc1	-2%	1.9%	35%	8%	21%	2.1	55	7%	-1.5%	48%
O=c1c2ccccc2oc2ccc(-c3ccc4[nH]ccc4c3)cc12	4%	-1.2%	·	-3%	26%	14	94	4%	1.0%	·
CCN1CCC2(CC1)Oc1c(OC)cccc1C1CC(c3cccnc3)=NN12 (stereo not drawn)	·	0.0%	-3%	·	0.3%	0.7	65	9%	·	4%
O=C1CCNCCN1[C@H](CO)c1ccccc1	8%	-0.3%	6%	7%	-0.2%	-1.8	94	0%	0.2%	-9%
COc1ccc(OC)c(C(C(=O)NCc2ccco2)N(C(=O)Cn2nnc3ccccc32)C2CC2)c1 (stereo not drawn)	-5%	-0.6%	-2%	-5%	1.3%	-1.5	46	-2%	-0.4%	6%
Oc1ccc(/C=N/Nc2cc(N3CCCC3)nc(N3CCCC3)n2)cc1	7%	-0.1%	-3%	3%	-1.4%	6.2	78	0%	0.4%	-2%

An excerpt from above in order of number of heavy atoms, low to high:
SMILES	Rac1 GTP hydrolysis	West Nile antiviral	AID2073	Dengue-2 NS5 capping	RSV antiviral HEp-2	NTR1 agonist	NTR1 agonist cell count 20 µM	SV40 large T antigen	K1F lysis inhibition	SIAH1 antagonists	others
O=c1ccc2cc([N+](=O)[O-])c(CCO)cc2o1	10%	-0.6%	-7%	0%	-0.2%	1.1	54	11%	-5.8%	-5%
Cc1cc(S(=O)(=O)Nc2ccccc2C)ccc1F	4%	-0.6%	4%	-1%	0.6%	-4.8	96	3%	-0.7%	14%
O=C(CN1C(=O)NC2(CCCCCC2)C1=O)NCc1ccccc1	6%	·	·	-4%	·	0.6	54	·	0.9%[50 µM]	·

Next section.
SMILES	Rac1 GTP hydrolysis	West Nile antiviral	AID2073	Dengue-2 NS5 capping	RSV antiviral HEp-2	NTR1 agonist	NTR1 agonist cell count 20 µM	SV40 large T antigen	K1F lysis inhibition	SIAH1 antagonists	others
COc1ccccc1C(=O)NC(=S)Nc1ccc(S(=O)(=O)N2CCN(C)CC2)cc1	8%	-1.4%	-13%	-1%	3.4%	3.1	55	8%	5.4%	-3%
S=c1nc(C2CCCCC2)[nH][nH]1	7%	-0.2%	4%	-18%	-2.5%	1.4	91	7%	-0.1%	5%	Dengue-2 NS5 capping pilot replicate=-7.8
Nn1c(=S)[nH]c2sc3c(c2c1=O)CCCC3	74µM*	·	·	2%	?	-1.1	59	33%	1.6%	·
O=S1(=O)CC/C(=N/Nc2ccc(C(F)(F)F)cn2)c2cc(F)ccc21	5%	-0.1%	-4%	1%	1.1%	0.2	58	2%	0.1%	10%
O=[N+]([O-])c1ccc(-c2c[nH]c(=S)[nH]2)cc1	13%	0.0%	11µM*	-4%	6.6%	-0.1	42	?	0.0%	11%
CC1(C)Cc2c(ccc3ccccc23)-c2nnc(-c3cccnc3)n21	3%	0.1%	16%	-2%	0.9%	0.9	44	7%	0.8%	2%
CCOC(=O)c1ccccc1NC(=O)c1cn(-c2ccc(OC)cc2)c(=O)c2ccccc12	4%	?	0%	-3%	1.9%	6.5	54	11%	2.9%	5%
O=C(NC(NC(=O)c1ccccc1)C(=O)c1ccccc1)c1ccccc1	13%	0.1%	3%	11%	-0.3%	0.3	47	6%	1.9%	14%
On1ccccc1=S	?	·	·	-4%	?	·	·	30µM*	-11%	·
CS(=O)(=O)N1CCCC(C(=O)N2CCc3ccccc3C2)C1 (stereo not drawn)	1%	-0.4%	-6%	-7%	0.3%	1.2	38	-2%	1.9%	-3%
Cc1ccc(N(Cc2ccccc2)C(=O)c2ccc(F)c(S(=O)(=O)N3CCOCC3)c2)cc1	0%	·	·	-1%	-0.7%	-0.5	61	20%	-2.2%	·
COc1ccc(S(=O)(=O)NC2CC3CCC2C3)cc1 (stereo not drawn)	6%	-0.8%	-2%	-5%	0.2%	0.3	70	22%	0.3%	5%
O=C(NCc1ccco1)C1CC(c2ccccc2O)=NO1 (stereo not drawn)	1%	-0.6%	-3%	4%	-1.2%	1.5	35	-1%	2.2%	-2%
N#CC(c1ccc(F)cc1)c1ccc(C(=O)c2ccc(F)cc2)cc1 (stereo not drawn)	9%	-0.4%	-1%	-3%	7.9%	1.0	49	6%	-0.2%	-2%
CCC(CC)C(=O)Nc1ccncc1	·	-0.3%	-4%	·	-0.1%	0.5	50	4%	·	1%
